High-throughput results from PubChem BioAssay.
STK33 inh – inhibitors of human STK33 kinase; Q9BYT3; purified STK33, MBP phosphorylation, ADP-Glo luminescence; inhibition, % at 10 µM; 320,000 tested, 0.073% active; AID 2661;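 active means inhibition at or above 25%, using the most active replicate where run in duplicate; inactive means inhibition below 25%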
Target sequence (Q9BYT3 whole entry, looked up): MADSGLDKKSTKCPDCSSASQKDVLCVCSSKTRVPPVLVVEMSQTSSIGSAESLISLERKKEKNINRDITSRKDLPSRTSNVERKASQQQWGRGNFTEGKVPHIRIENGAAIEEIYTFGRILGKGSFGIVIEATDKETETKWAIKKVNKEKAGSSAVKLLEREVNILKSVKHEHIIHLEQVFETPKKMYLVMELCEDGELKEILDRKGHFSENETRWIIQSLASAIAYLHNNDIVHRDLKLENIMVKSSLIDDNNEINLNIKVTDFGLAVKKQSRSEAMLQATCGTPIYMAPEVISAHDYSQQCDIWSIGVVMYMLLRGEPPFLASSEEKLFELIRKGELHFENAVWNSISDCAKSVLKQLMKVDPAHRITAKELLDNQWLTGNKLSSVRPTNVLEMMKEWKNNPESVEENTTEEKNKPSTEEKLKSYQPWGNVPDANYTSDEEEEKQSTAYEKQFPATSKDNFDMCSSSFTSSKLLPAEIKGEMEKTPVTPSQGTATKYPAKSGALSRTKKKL
OX1R antag – blocks the human orexin 1 receptor; O43613; 330,000 tested, 1.8% active; OX1R-expressing cells, FRET antagonist read-out; inhibition, % at 6.6 µM; AID 485270; in the data active means inhibition mostly above about 38%, no sharp cut-off; inactive means mostly below about 40%;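 further: 0% = agonist challenge alone and 100% = reference antagonist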
Target sequence (O43613 whole entry, looked up): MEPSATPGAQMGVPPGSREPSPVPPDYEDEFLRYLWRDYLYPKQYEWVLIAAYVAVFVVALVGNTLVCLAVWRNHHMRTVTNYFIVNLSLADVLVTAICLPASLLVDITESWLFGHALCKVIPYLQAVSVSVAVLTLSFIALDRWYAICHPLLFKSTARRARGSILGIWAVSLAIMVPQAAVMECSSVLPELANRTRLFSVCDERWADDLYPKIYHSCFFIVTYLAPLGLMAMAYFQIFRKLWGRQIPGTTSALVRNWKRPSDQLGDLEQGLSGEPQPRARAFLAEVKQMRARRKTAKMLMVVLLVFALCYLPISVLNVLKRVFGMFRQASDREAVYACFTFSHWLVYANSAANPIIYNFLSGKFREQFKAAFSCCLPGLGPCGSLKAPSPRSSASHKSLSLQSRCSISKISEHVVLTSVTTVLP
Numbers without * were called inactive; · = no result given. The list is partial; count on the stated rates, not on these rows.

SMILES	STK33 inh	OX1R antag
CN1CCN(c2ccc([N+](=O)[O-])c(N)c2)CC1	-3.4	42
Cc1ccc2c(c1)C(c1ccccc1)=NCC(=O)N2	-0.2	-4
COc1ccc2c3c([nH]c2c1)C(C)NCC3 (stereo not drawn)	0.2	8
O=C1NC(=O)C2(Cc3ccccc3N3CCOCC32)C(=O)N1c1ccccc1 (stereo not drawn)	-0.1	6
C=C1CC[C@@]2(O)[C@H]3Cc4ccc(O)c5c4[C@@]2(CCN3CC2CC2)[C@H]1O5	1.9	29
COc1ccc2[nH]c(C)c(CCNCc3cccnc3)c2c1	-0.5	0
CCOC(=O)N1CCN(C(C)C(=O)c2c[nH]c3ccccc23)CC1 (stereo not drawn)	0.3	11
Cc1ccc(-c2nn(Cc3ccccc3)cc2C=O)cc1	-1.9	0
O=[N+]([O-])c1cccc2c([N+](=O)[O-])cccc12	-1.8	5
CCN(CC)c1ccc(N=Cc2c(O)n(CCC3=CCCCC3)c(=O)[nH]c2=O)cc1	-0.8	4
Cc1ccc(/C=C2/C(=O)NC(=O)N(CCc3ccc(F)cc3)C2=O)o1	0.1	20
CN(C)c1cc[n+](CC(O)C[n+]2ccc(N(C)C)cc2)cc1	-1.4	18
COc1ccc(C(=O)OC2CC3CCC(C2)[N+]3(C)[O-])cc1OC (stereo not drawn)	-4.1	1
O=[N+]([O-])c1ccc(NCc2ccccc2)c2nonc12	0.0	45
C=CC(C)C(C(=O)c1ccccc1)N(C)C (stereo not drawn)	-0.2	-2
COC(=O)C1C2c3ccccc3C(c3ccccc32)C1C(=O)OC (stereo not drawn)	0.3	13
C[N+]12CCC(CC1)C(=C(c1ccccc1)c1ccccc1)C2	-0.2	19
OC12CCCCC1C(c1ccccc1)NCC2 (stereo not drawn)	-0.2	-2
Cc1sc2nc(COC(=O)Cc3ccccc3)[nH]c(=O)c2c1C	-1.8	9
CC1CN(c2cc([N+](=O)[O-])ccc2Cl)CC(C)N1 (stereo not drawn)	0.6	22
COc1cccc(CN2CCN(C(=O)COc3ccc4ccccc4c3)CC2)c1	-0.2	24
CCNc1nc2[nH]c(=O)c3c(c2s1)OC(N)=C(C#N)C3c1cccs1 (stereo not drawn)	-0.5	41
O=C1OC(c2ccc(Br)cc2)=N/C1=C\N1CC2CC(C1)c1cccc(=O)n1C2 (stereo not drawn)	0.3	14
CCCCSP1(=S)NCCCN1	0.0	3
O=C1NC(=O)N(CCNc2ncc(C(F)(F)F)cc2Cl)C(=O)C1/C=N/OCc1c(F)cccc1Cl (stereo not drawn)	-0.5	13
CCC1(CC)C(=N)N(C)C(=O)NC1=O	-0.6	4
CCC1(CC)C(=O)N(C)C(=O)NC1=NC	-1.9	11
C#CC[N+]1(C)[C@@H]2CC(OC(=O)C(CO)c3ccccc3)C[C@H]1C(O)C2 (stereo partly drawn)	-1.2	-3
Cc1ccc(C(=O)Nc2ccc(-n3ccnc3P(=O)(O)c3ccccc3)cc2)cc1	-2.9	6
CCN1C[C@]2(CO)CC[C@H](OC)[C@@]34C2[C@H](OC)[C@@](O)(C13)[C@@]1(O)C[C@H](OC)[C@H]2C[C@@H]4[C@@H]1[C@H]2OC	-1.8	-10
O=C(COc1ccc(S(=O)(=O)N2CCCCC2)cc1)N1CCN(Cc2ccccc2)CC1	-1.1	28
C/C(=N\NC(=S)Nc1ccccc1)c1c(O)n(C)c(=O)n(C)c1=O	1.0	5
Cc1ccc(S(=O)(=O)N2CC2(C)CCl)cc1 (stereo not drawn)	-1.1	8
CCC(C)C(NC(=O)CCCNC(=O)CCC(=O)OC1O[C@H]2OC3(C)CC[C@H]4[C@H](C)CCC(C1C)C24OO3)C(=O)O (stereo partly drawn)	-1.9	-7
CCC(=O)N1CC(=O)Nc2ccc(Cl)cc2C1c1ccc(F)cc1 (stereo not drawn)	-0.5	16
C#C[C@]1(O)CC[C@H]2[C@@H]3CCC4=Cc5nc6nc7ccccc7n6cc5C[C@]4(C)[C@H]3CC[C@@]21C	-0.4	22
COC(=O)C1C(O)C(C)C(O)C(C)/C=C\C=C(/C)C(=O)Nc2c(C)c(OC(C)=O)c3c(c2O)C(=O)C(C)=C2OCOC(=C23)/C(C)=C/C(C)(O)C(O)C(C)C1O (stereo not drawn)	0.8	20
CN1CCN(c2ccc(N)c(N3CCN(C)CC3)c2)CC1	1.9	44
O=[N+]([O-])c1cccc(CN2CC=C(c3ccc(F)cc3)CC2)c1	-0.5	·
O=c1cccc2n1CC1CC2CN(CC(O)CN2CC3CC(C2)c2cccc(=O)n2C3)C1 (stereo not drawn)	0.2	8

Three compounds from above, arranged by molar mass, highest first:
SMILES	STK33 inh	OX1R antag
O=C(COc1ccc(S(=O)(=O)N2CCCCC2)cc1)N1CCN(Cc2ccccc2)CC1	-1.1	28
COc1cccc(CN2CCN(C(=O)COc3ccc4ccccc4c3)CC2)c1	-0.2	24
C#CC[N+]1(C)[C@@H]2CC(OC(=O)C(CO)c3ccccc3)C[C@H]1C(O)C2 (stereo partly drawn)	-1.2	-3

(further entries)
SMILES	STK33 inh	OX1R antag
CCCCn1c(O)c(C(CC)=Nc2cccc(C(=O)O)c2)c(=O)[nH]c1=O	-0.7	16
CN1C(=O)/C(=C/c2ccc(Cl)s2)C(=O)NC1=S	-1.3	-1
CN1CC=C(/C=C/c2ccc(-c3ccccc3)cc2)CC1	0.9	-1
CC1(C)C(c2ccccc2)=NC(c2cccnc2)N1O (stereo not drawn)	-0.7	9
CC1(C)CC(=O)C(C=NCCN2CCN(C(=O)Cc3ccc(Cl)cc3)CC2)=C(O)C1	-0.8	3
CC1COC2N=C(N[N+](=O)[O-])NC2O1 (stereo not drawn)	-0.4	12
Cc1ccnc(-n2c(C)nc3ccccc3c2=O)c1	-0.7	10
COC(=O)C1=C(c2c(C)noc2C)C[C@@H]2CC[C@H]1N2C(=O)N1CCOCC1	0.3	2
CC(NS(=O)(=O)OCC(Cl)(Cl)Cl)c1ccccc1 (stereo not drawn)	-2.0	4
CC(Cc1ccccc1)NCc1ccccc1O (stereo not drawn)	1.0	16
CCC(C)N1C(=O)/C(=C/c2ccc3c(c2)CCN3CCCCl)C(=O)NC1=S (stereo not drawn)	0.9	21
CSc1nnc(C2CCNCC2)n1C	-0.7	0
CCOc1ccc(N2C(=O)/C(=C/c3ccc(C)o3)C(=O)NC2=S)cc1	6.4	25
CCN1CCN(c2cn[nH]c(=O)c2Cl)CC1	-1.2	14
CCOC(=O)Cc1csc(NC(=O)c2c(O)c3ccccc3n(CCC(C)C)c2=O)n1	-0.7	13
Cc1ccc(N=C(N(C)C)P(=O)(N(C)C)N(C)C)cc1	-0.8	9
Cc1cccc(-n2c(CN3C(=O)c4ccccc4C3=O)nc3ccccc3c2=O)n1	0.4	10
Cc1cc(C=O)c(C)n1C(C)C	-0.3	-1
Fc1ccc(C2N3CCCN23)cc1 (stereo not drawn)	-2.3	7
Oc1ccccc1-[n+]1c(-c2ccccc2)cc(-c2ccccc2)cc1-c1ccccc1	-0.2	9

The closing 6 entries of the section above open the next one.
SMILES	STK33 inh	OX1R antag
CCOC(=O)Cc1csc(NC(=O)c2c(O)c3ccccc3n(CCC(C)C)c2=O)n1	-0.7	13
Cc1ccc(N=C(N(C)C)P(=O)(N(C)C)N(C)C)cc1	-0.8	9
Cc1cccc(-n2c(CN3C(=O)c4ccccc4C3=O)nc3ccccc3c2=O)n1	0.4	10
Cc1cc(C=O)c(C)n1C(C)C	-0.3	-1
Fc1ccc(C2N3CCCN23)cc1 (stereo not drawn)	-2.3	7
Oc1ccccc1-[n+]1c(-c2ccccc2)cc(-c2ccccc2)cc1-c1ccccc1	-0.2	9
COc1cc2c(cc1OC)[C@H]1C(=O)c3ccc4c(c3O[C@H]1CO2)C[C@@H](C(C)(C)O)O4	-0.6	13
N#CCCn1cc(C(=O)NCc2ccccc2)c(-c2ccc3c(c2)OCCO3)n1	-0.5	22
O=P1(Oc2ccccc2)CC=C[C@H](COCc2ccccc2)O1 (stereo partly drawn)	-0.2	21
CCN(CC)S(=O)(=O)c1cccc(N=Nc2c(O)n(CC)c(=S)n(CC)c2=O)c1	-0.7	19
C[C@H](NC(=O)N1C[C@H]2C[C@@H](C1)c1cccc(=O)n1C2)C(=O)Nc1cccc(F)c1	-0.4	9
C[C@]12CCC3C(CC[C@H]4C[C@@H](O)CC[C@]34C)C1C[C@@H](O)[C@]2(C)O (stereo partly drawn)	0.7	6
CCC(C)C1NC(=O)C(C(C)=O)=C1O (stereo not drawn)	0.1	16
N#CC12CNCC1CN=N2 (stereo not drawn)	0.7	9
Cc1ccc(-c2nc3ccccc3c(=O)n2-c2ccccn2)cc1	-2.6	13
c1ccc(CCNCc2cccs2)cc1	-2.8	·
Cn1c(O)c(/C=C/C=Nc2ccccc2)c(=O)n(C)c1=O	-0.7	27
CCS(=O)(=O)NCc1nnc2n1-c1ccc(Cl)cc1C(c1ccccc1)=NC2	-1.2	14
COC(=O)C1=C(c2ccc(F)cc2OCc2ccccc2)C[C@@H]2CC[C@H]1N2C(=O)NCc1ccc2c(c1)OCO2	-2.4	18
CC[C@H]1CN(C)C[C@@]2(C(=O)OC)Cc3c([nH]c4ccccc34)C(=O)C[C@@H]12	-0.4	11
[N-]=[N+]=NCCN1CCC(O)CCC1=O (stereo not drawn)	-2.1	28
CSc1ccc(CN2CCN(c3ccccc3C)CC2)cc1	-1.6	0
Cc1oc(-c2ccccc2Cl)nc1CN1C(=O)CN=C(c2ccccc2)c2ccccc21	-0.6	21
CCOc1cc2c(cc1OCC)-n1cccc1C(c1cc(OC)ccc1F)NC2 (stereo not drawn)	-1.8	9
COC(=O)c1cccc(NC(=O)N2C[C@H]3C[C@@H](C2)c2cccc(=O)n2C3)c1	0.7	2
Cc1c2cnn(CC(=O)N3CCC4(CC3)OCCO4)c(=O)c2c(C)n1Cc1ccccc1	-1.2	13
O=[N+]([O-])c1c2ccccc2cc2ccccc12	0.9	31
CCc1c(C)nc(N)nc1N1N=C1SCC(=O)OC	-1.2	19
C#C[C@@]1(O)CCC2C3CCC4=C/C(=N/OCC(=O)NC(CCC(N)=O)C(=O)O)CC[C@]4(C)C3CC[C@@]21C (stereo partly drawn)	1.1	11
CCC(=O)N1CC(=O)Nc2ccc(Br)cc2C1c1ccccc1 (stereo not drawn)	-1.0	8
CC(C)OP(=O)(OC(C)C)C(O)c1cccnc1 (stereo not drawn)	0.4	13
Cc1ccc(N2C(=O)NC(=O)C3(Cc4ccccc4N4CCCC43)C2=O)cc1 (stereo not drawn)	0.7	9
Clc1ccccc1CN1CCN(c2cccc3[nH]ccc23)CC1	-0.4	2
NC(N)=N/N=C/c1cn(-c2ccccc2)nc1-c1cccs1	4.4	8
CCOC(=O)c1ccc2[nH]c(-c3ccc(S(=O)(=O)F)cc3)cc(=O)c2c1	0.7	-6
Cc1c(C)c2ccc(OCC(=O)N3CCN(Cc4ccccc4)CC3)cc2oc1=O	-3.6	4
CN1OCC2Cn3c(nc4ccccc43)C21 (stereo not drawn)	0.3	4
CC(Cl)(Cl)/C(=N/P(=S)(N1CCOCC1)N1CCOCC1)N1CCOCC1	-6.2	6
CNC(=O)Oc1ccc(-c2cn3cc(C)ccc3n2)cc1	2.2	6
OC(CNCCc1c[nH]c2ccccc12)C(F)(F)F (stereo not drawn)	0.6	16
O=C(c1cc(S(=O)(=O)N2CCCCC2)ccc1F)N1CCC2(CC1)OCCO2	-0.4	10
CCCCn1c(N)c(C(=O)NCCN2CCOCC2)c2nc3ccccc3nc21	-0.4	17
Cc1ccc(OCC(=O)NCCN2CCN(C(=O)COc3ccc(C)cc3)CC2)cc1	-1.1	20
COP(=O)(OC)C(NC(C)=O)C(Cl)(Cl)Cl (stereo not drawn)	-1.2	8
COc1ccccc1CC1/C(=N/O)C2CCN1CC2 (stereo not drawn)	-0.7	12
O=C(Cc1ccc(Cl)c(Cl)c1)NCC1(N2CCOCC2)CCCCC1	-0.6	33
CN(C)CCN=Cc1c(O)n(Cc2ccc3c(c2)OCO3)c(=S)[nH]c1=O	-1.3	12
Cc1ccc(NP(=O)(Nc2ccc(C)cc2)Oc2ccccc2)cc1	0.4	1
Cc1[nH]c2ccccc2c1C1=CCNCC1	22	3
CNC(C)Cc1ccccc1 (stereo not drawn)	·	2
CCCC1=C(C(=O)OCC)C2(C(=O)Nc3ccc(C)cc32)C(C#N)=C(N)O1 (stereo not drawn)	-1.1	10
Cn1c(=O)n(C)c2cc([N+](=O)[O-])c(N3CCNCC3)cc21	-0.7	44
CCCC[n+]1cc(=N)o[n-]1	2.1	9
NS(=O)(=O)c1ccc(N=Cc2c(O)n(-c3ccccc3)c(=O)[nH]c2=O)cc1	-5.7	54
CC(C)[C@@]1(NC(=O)[C@@H]2C[C@@H]3c4cccc5[nH]cc(c45)C[C@H]3N(C)C2)O[C@@]2(O)[C@@H]3CCCN3C(=O)[C@H](Cc3ccccc3)N2C1=O	-1.0	8
COC(=O)C1=C(c2ccc(OC(F)(F)F)cc2)C[C@@H]2CC[C@H]1N2C(=O)NCC1CC1	-0.3	-3
C/C(=N\NC(N)=O)c1c(O)n(C)c(=O)n(C)c1=O	-0.3	14
CC1(C)C(C(=O)N2CCN(c3ccc(Cl)cc3)CC2)C1(C)C	0.6	-10
CCN(CC)c1ccc(/C=C2/C(=O)NC(=O)N(CC3CCCO3)C2=O)cc1 (stereo not drawn)	1.0	38

Quoted at random: six entries already listed
SMILES	STK33 inh	OX1R antag
CCCC[n+]1cc(=N)o[n-]1	2.1	9
Cc1ccc(NP(=O)(Nc2ccc(C)cc2)Oc2ccccc2)cc1	0.4	1
NS(=O)(=O)c1ccc(N=Cc2c(O)n(-c3ccccc3)c(=O)[nH]c2=O)cc1	-5.7	54
CCCC1=C(C(=O)OCC)C2(C(=O)Nc3ccc(C)cc32)C(C#N)=C(N)O1 (stereo not drawn)	-1.1	10
Cn1c(=O)n(C)c2cc([N+](=O)[O-])c(N3CCNCC3)cc21	-0.7	44
Cc1[nH]c2ccccc2c1C1=CCNCC1	22	3
